D2 agonist: activates the human D2 dopamine receptor | P14416 | HEK293 T-REx D2 cells, calcium flux agonist mode | activation, % at 2 µM | 340,000 tested, 0.53% active;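 active = activation over 3 SD above normal in the single-dose calcium agonist read, cut at about 30% in these data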; note: 0% is about no effect
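Tetracycline-induced HEK293 Trex cells with D2 receptor force-coupled to calcium signaling, plated overnight at 30 C and loaded with no-wash calcium dye. Calcium flux read kinetically for 180 s after compound addition; responses flag agonists.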
TRHR PAM: allosteric enhancers of human TRH receptor; 360,000 tested, 0.66% active; TRHR cells, fluo-8 calcium fluorescence, EC20 TRH enhancement; enhancement, % at 2 µM; P34981; in the data active = enhancement above about 30%; note: 0% is about no effect
Target sequence (P34981 whole entry, looked up): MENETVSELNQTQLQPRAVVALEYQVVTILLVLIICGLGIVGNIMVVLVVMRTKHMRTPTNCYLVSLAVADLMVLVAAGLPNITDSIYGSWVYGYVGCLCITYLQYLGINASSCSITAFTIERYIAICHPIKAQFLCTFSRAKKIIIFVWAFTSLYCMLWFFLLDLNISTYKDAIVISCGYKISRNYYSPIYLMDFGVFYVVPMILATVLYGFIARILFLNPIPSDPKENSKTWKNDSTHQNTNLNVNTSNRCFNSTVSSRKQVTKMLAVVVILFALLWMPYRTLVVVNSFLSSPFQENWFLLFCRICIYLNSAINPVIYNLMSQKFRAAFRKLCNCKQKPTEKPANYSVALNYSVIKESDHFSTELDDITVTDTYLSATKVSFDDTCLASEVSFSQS
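TRHR-expressing cells loaded with fluo-8 calcium dye were read kinetically (ex 480/em 530) during compound addition, then stimulated with an EC20 of TRH (10 nM final). Enhancement of the Gq-mediated intracellular calcium response was scored.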
rTrxR1 inhibitor: rat TrxR1 inhibition. O89049. recombinant rTrxR1, NADPH fluorescence consumption, selenite substrate. Potency, µM (doses to about 114 µM), for the others: at the top dose activity change, negative = inhibition, most hits filed as inhibitors. 390,000 tested, 1% active. AID 588453; note: potency is the fitted concentration of half-maximal effect; % is set by controls: 0 for no effect and ±100 for the full control effect; nearly all actives have a fitted effect of over 65% in size
Target sequence (O89049 whole entry, looked up): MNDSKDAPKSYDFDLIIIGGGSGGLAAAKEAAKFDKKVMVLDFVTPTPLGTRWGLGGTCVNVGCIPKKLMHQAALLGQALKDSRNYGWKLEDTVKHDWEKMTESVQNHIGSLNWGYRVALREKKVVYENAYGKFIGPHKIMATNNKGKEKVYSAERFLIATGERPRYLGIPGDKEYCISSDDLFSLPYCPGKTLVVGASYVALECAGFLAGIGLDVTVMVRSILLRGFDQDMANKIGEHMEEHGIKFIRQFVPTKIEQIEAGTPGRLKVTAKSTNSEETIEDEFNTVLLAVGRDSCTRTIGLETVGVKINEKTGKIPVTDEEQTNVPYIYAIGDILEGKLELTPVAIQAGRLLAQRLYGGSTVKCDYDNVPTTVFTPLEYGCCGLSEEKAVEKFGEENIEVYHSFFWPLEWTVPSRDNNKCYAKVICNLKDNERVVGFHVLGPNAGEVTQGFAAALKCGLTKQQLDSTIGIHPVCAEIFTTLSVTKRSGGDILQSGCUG
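Rat TrxR1 (90 nM in the dispensed reagent) was pre-reduced with 400 uM NADPH for 5 min at room temperature, then incubated with compound for 15 min. After 400 uM selenite was added, NADPH fluorescence (Ex 340/Em 450 nm) was followed for 8 min.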
D2 antag: D2 dopamine receptor (human) antagonism | P14416 | HEK293 TREx D2 cells, calcium flux, dopamine EC80 | inhibition, % at 10 µM | 340,000 tested, 2% active; in the data active = inhibition above about 30%; note: 0% is about no effect
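Antagonism is scored as inhibition of an EC80 dopamine-evoked calcium signal in a force-coupled, tetracycline-inducible HEK293 T-REx D2 line, with compound present 180 s before agonist.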
mIDH1 inhibitor: human IDH1 R132H inhibition; IDH1-R132H enzyme, NADPH consumption, diaphorase/resazurin fluorescence; Potency, µM (series often up to 76.6 µM), for the others: at the highest dose activity change, negative = inhibition, usual class: inhibitors; 390,000 tested, 0.093% active; note: potency is the fitted concentration of half-maximal effect; % is set by controls: 0 for no effect and ±100 for the full control effect; nearly all actives have a fitted effect of over 65% in size
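IDH1-R132H (0.5 ug/mL dispensed) in pH 7.5 Tris buffer was preincubated 30 min with compound, then given a substrate mix of 0.016 mM NADPH and 2 mM alpha-KG for 80 min at room temperature; remaining NADPH was read by diaphorase/resazurin fluorescence.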
Pin1 inh: human Pin1 inhibition; 390,000 tested, 0.009% active; Pin1 FP peptide displacement, HiFluor488, 10 min; Potency, µM (titrated, usually from 115 µM), without a hit: at the highest dose activity, negative = inhibition, most hits filed as inhibitors; AID 504891; active = well fitted inhibition curve with a large enough effect in the polarisation, with a control signal flat, not every such curve was filed as active; inconclusive = small, poorly fitted or top-dose-only effect, or effect the other way, or a change in a side signal; inactive = no such curve, though single readings can be large or run the other way; the % refers to the polarisation; note: potency is the fitted concentration of half-maximal effect; % is set by controls: 0 for no effect and ±100 for the full control effect
USP1 inh: blocks the human USP1/UAF1 deubiquitinase complex; O94782; recombinant USP1/UAF1, Ub-Rhodamine cleavage fluorescence; Potency, µM (doses to about 57.1 µM), for inactives: top-dose activity change, negative = inhibition, most hits filed as inhibitors; 390,000 tested, 0.23% active; AID 743255; note: potency is the fitted concentration of half-maximal effect; % is set by controls: 0 for no effect and ±100 for the full control effect; nearly all actives have a fitted effect of over 60% in size; inactives centre near -12
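In this screen, compounds sit with the deubiquitinase complex (1nM) for 15 min at room temperature before Ub-Rho is added at 150nM final. Fluorescence rise is then followed for 6 reads every 60 seconds.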
TrxR1 substrate: is turned over as a substrate by rat TrxR1; 390,000 tested, 0.01% active; AID 588456; purified TrxR1 substrate turnover, NADPH consumption readout; O89049; Potency, µM (titrated, usually from 114 µM), for the others: at the top dose activity change, negative = substrate turnover; note: potency is the fitted concentration of half-maximal effect; % is set by controls: 0 for no effect and ±100 for the full control effect; nearly all actives have a fitted effect of over 50% in size
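Rat TrxR1, dispensed at 90 nM, was prereduced with 400 uM NADPH (final) for 5 min at ~22 deg C, then incubated with compound 15 min before 400 uM selenite. A first-read NADPH fluorescence drop versus no-compound background flagged substrates.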
TRHR agonist: TRH receptor (human) agonism; TRHR cells, calcium flux fluo-8, FDSS agonist mode; activation, % at 2 µM; 360,000 tested, 0.18% active; in the data active = activation above about 30%; note: 0% is about no effect
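Fluo-8-loaded TRHR cells; 10 s baseline, compound added, kinetic Ca2+ fluorescence read 1/s, agonist mode.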
* hit, by the source's call; u = inconclusive; x = not tested or not shown; & = joins results of further samples; [ ] = remark or other dose. Unless noted, calls come from the whole dose curve; as a rule, active = well fitted inhibition curve with a large enough effect; inconclusive = small, poorly fitted or top-dose-only effect; inactive = no such curve, though single readings can be large or run the other way. Not all compounds are listed. The share of hits here may be higher or lower than overall.

Molecule	D2 agonist	TRHR PAM	rTrxR1 inhibitor	D2 antag	mIDH1 inhibitor	Pin1 inh	USP1 inh	TrxR1 substrate	TRHR agonist
CCC1=C(OC(=O)N(CC)CC)N2C(=O)OC(=NCCc3c[nH]c4ccccc34)[C@]2(C)[C@H]2C1=CC[C@H]1C(=O)NC(=O)[C@H]12	-1.0	0.2	6.9%	-1.5	-17.2%	3.6%	-20.0%	-7.0%	-1.3
COc1ccc(CC(=O)Nc2ccc(-c3cn4cccc(C)c4n3)cc2)cc1OC	0.1	0.6	12.4%	6.2	-7.0%	69.9%[activator]	0.5%	34.9%[activator]	-0.4
Fc1ccccc1N1CCN(c2nnc(C(F)(F)F)c3nnn(Cc4ccccc4)c23)CC1	11.9	-1.9	57.4%[activator]	x	-12.9%	-13.3%	13.1%	47.2%[activator]	1.3
Cc1nc(NCc2ccco2)[nH]c(=O)c1CCC(C)C	3.4	-4.8	-2.0%	30.3*	5.8%	5.3%	-3.3%	-1.3%	0.9
CN1CCN(CC(=O)Nc2nc3c(s2)CCCC3)CC1	-0.4	-5.6	39.8%[activator]	3.9	4.2%	-10.4%	-21.1%	5.8%	-0.2
CNC(=O)COC(=O)c1ccc(NC(=O)CC#N)cc1	-0.3	8.3	u	-0.9	0.7%	39.3%[activator]	-17.0%	4.5%	0.4
O=C(CSc1nnc(NC(=O)C2CC2)s1)NCc1cccs1	0.9	1.7	-2.2%[57.1 µM]	-5.6	-4.1%	-1.7%	-4.3%	-5.3%	0.0
CCC(Oc1ccccc1)C(=O)OCC(=O)Nc1sccc1C(N)=O (configuration not stated)	-0.2	-3.1	-8.6%	8.0	2.5%	10.6%	-1.7%	-5.6%	0.8
Cc1ccc(S(=O)(=O)N2CCOCC2)cc1C(=O)OCC(=O)NC1CCCC1	x	x	13.9%	x	0.9%	18.4%	-17.1%	4.8%	x
CC1CCCCN1CCNC(=O)CN1C(=O)CSc2ccc(S(=O)(=O)N3CCCCC3)cc21 (configuration not stated)	x	-0.6	11.6%	x	-10.9%	-0.3%	-12.1%	1.0%	1.5
COc1ccc(Cl)cc1NC(=O)CSc1ccc(-c2sc(C)nc2C)nn1	0.3	-2.2	26.2%[57.1 µM]	x	6.5%	25.4%	-10.5%	2.9%[57.1 µM]	0.6
CCOC(=O)C1CCCN(S(=O)(=O)c2ccc3c(c2)N(C)C(=O)CC(=O)N3C)C1 (configuration not stated)	0.8&-1.5	0.1&-4.7	6.4%&16.8%	-7.0	5.8%&19.3%	-3.6%&16.3%	-17.6%&-0.6%	-6.4%&4.2%	0.2&-0.6
COc1ccc2ccccc2c1C1CC(=O)N2CN(C3CCCCC3)CSC2=C1C#N (configuration not stated)	0.5	0.2	u	2.2	-10.6%	u	u	3.2%[57.1 µM]	1.0
Cc1ccc(CN(Cc2ccco2)C(=S)NCC(=O)NC2CC2)cc1	-0.5	-8.8	12.8%[57.1 µM]	-1.7	0.4%	25.7%	-17.5%	-3.7%[57.1 µM]	-2.3
CCOC(=O)C1=C(CS(=O)(=O)c2ccc(C)cc2)NC(=O)NC1c1cc(OC)c(O)c(OC)c1 (configuration not stated)	x	1.6	6.0%	x	-6.7%	-6.8%	-27.0%	-0.1%	0.2
COc1ccc(OC(=O)COc2ccc(Cl)cc2)cc1	0.2	39.1*	30.0%	-7.8	5.4%	-0.9%	-14.7%	11.0%	0.6
O=C(Nc1ccc(Cl)cn1)C1CC1	-0.7	2.6	7.2%	6.2	0.6%	-2.0%	8.9%	2.6%[57.1 µM]	-0.2
CCN1C(=O)C(CC(=O)Nc2ccc(OC)cc2)N(Cc2ccc(OC)c(OC)c2)C1=S (configuration not stated)	0.2	1.2	3.7%[57.1 µM]	4.9	3.5%	-7.3%	6.4%	5.6%[57.1 µM]	0.3
CCCN(C(=O)CCOc1ccc(C(C)(C)C)cc1)c1c(N)n(Cc2ccccc2)c(=O)[nH]c1=O	0.0	0.1	u	13.6	-7.4%	5.4%	-1.5%	-3.2%	-0.3
Cc1cc(C)c(C#N)c(SCc2[nH]nc3c2C(c2ccccc2)C(C#N)=C(N)O3)n1 (configuration not stated)	0.4	0.8	u	13.7	u	-7.0%	-16.4%	-2.2%	-0.5
COc1ccc(-c2cc3nc(C)c(CCC(=O)NC(C)CCc4ccco4)c(C)n3n2)c(OC)c1 (configuration not stated)	1.1	-2.3	12.6%[57.1 µM]	-17.7	4.7%	-2.2%	-17.9%	29.7%[57.1 µM]	-0.6
C=CCOc1ccc(/C=N/NC(=O)c2c(C)nc3ccc(Cl)cn23)cc1	-0.1	1.3	7.7%	5.9	15.2%	-1.1%	-9.4%	-3.8%	-0.1
Cc1ccc(S(=O)(=O)N2CCOCC2)cc1NC(=O)COC(=O)CSc1ccc(Br)cc1C	1.5	-3.7	2.4%	17.4	5.1%	23.7%	u	-3.4%	0.9
COc1ccc(CCNC(=O)CSc2ccccn2)cc1	0.1	-4.1	0.7%	-3.9	-11.4%	-0.7%	-11.2%	-5.0%	-1.9
CCOC(=O)c1nn(C)c2[nH]c(=O)n(C)c(=O)c12	x	x	6.6%	x	8.0%	2.0%	-11.9%	14.6%	x
CCCCN(C(=O)c1cccc(S(=O)(=O)N2CCN(C)CC2)c1)c1c(N)n(CCC)c(=O)[nH]c1=O	-0.2	-4.1	-4.3%	-12.9	1.7%	-4.7%	-15.4%	0.6%	0.0
Cn1cnc(S(=O)(=O)NCc2cccs2)c1	0.2	-3.1	-7.2%	-3.7	-5.0%	1.7%	-1.4%	-5.6%	0.1
CC(C)CCNc1ncnc2c1cnn2-c1cccc(Cl)c1	0.1	-1.7	23.2%[57.1 µM]	x	32.2%	-3.7%	-30.6%	4.9%[57.1 µM]	0.2
O=C(COc1ccc2c(c1)oc(=O)c1ccccc12)NCCCN1CCOCC1	0.5	2.2	30.8%[activator]	13.1	25.0%	-2.3%	-19.7%	133.4%[activator]	0.2
Cc1cccc(NC(=O)CSc2ncc(-c3ccc(Br)cc3)[nH]2)c1	10.3	-7.6	3.4%	x	0.9%	3.1%	-6.9%	-0.5%	-0.2
Cc1cccc(NC(=O)C2CCN(c3nnc(C)c4c(C)n(-c5ccccc5)nc34)CC2)c1C	x	-1.0	20.1%	x	14.8%	-1.6%	-26.3%	1.8%	-0.3
Cc1nonc1C1CCCN1Cc1cn[nH]c1-c1ccc2c(c1)OCO2 (configuration not stated)	-2.3	-4.3	1.1%	2.7	0.0%	-3.9%	-28.1%	-0.2%	0.7
Cc1ccc(NC(=O)c2cc(C)nc3ccccc23)c(Br)c1	1.1	10.4	12.7%[57.1 µM]	8.3	7.3%	10.4%	-17.4%	5.4%[57.1 µM]	-0.8
O=C(COC(=O)/C=C/c1ccccc1[N+](=O)[O-])NCC1CCCO1 (configuration not stated)	-0.4	0.5	7.6%[57.1 µM]	20.0	-1.9%	3.5%	-9.7%	10.7%[57.1 µM]	-0.1
COc1ccc(NC(=O)COC(=O)C2CCN(S(=O)(=O)c3cccs3)CC2)cc1OC	x	x	11.6%	x	-1.0%	-1.2%	-0.3%	-6.8%	x
CC(C)Oc1ccc(Cn2c(-c3ccco3)n[nH]c2=S)cc1	-0.3	-1.0	-11.8%	-10.1	8.5%	8.7%	0.7%	8.8%	-0.1
COc1ccc(CC(=O)N(C)CC(=O)Nc2ccc(F)cc2)cc1S(=O)(=O)N1CCOCC1	1.4	7.8	8.7%	27.8	-2.2%	-1.2%	-14.5%	-3.4%	-0.1
COc1cccc(NC(=S)NN=C2CCC(C(C)(C)C)CC2)c1 (configuration not stated)	-0.6	-3.3	-6.2%[57.1 µM]	-9.0	-2.4%	4.6%	-8.7%	2.7%[57.1 µM]	0.0
CCn1c(SCC(=O)c2c(N)n(C3CC3)c(=O)[nH]c2=O)nc2cc(S(N)(=O)=O)ccc21	-0.3	-3.3	30.8%	7.7	-6.7%	10.2%	-21.9%	9.3%	0.2
Cc1cc(NC(=O)CCC(=O)N(CCC(C)C)C(C(=O)NC2CCCC2)c2cccnc2)no1 (configuration not stated)	-0.6	-1.3	8.0%	20.3	-5.3%	43.2%[activator]	-8.8%	-1.2%	-0.4
CCOC(=O)Cn1nc(CC)c2ccccc2c1=O	0.3	-16.1	15.6%	12.1	0.0%	-6.8%	2.3%	4.1%	0.7
Cc1ccc(C)c(Nc2ccc(C(=O)NCCc3ccccc3)cn2)c1	-0.9	4.4	7.1%	-19.5	-6.4%	2.7%	-15.4%	-2.1%[57.1 µM]	-0.3

Entries above marked active in TRHR PAM.
compound,TRHR PAM,rTrxR1 inhibitor,D2 antag,mIDH1 inhibitor,Pin1 inh,USP1 inh,TrxR1 substrate,TRHR agonist
COc1ccc(OC(=O)COc2ccc(Cl)cc2)cc1,39.1*,30.0%,-7.8,5.4%,-0.9%,-14.7%,11.0%,0.6

As a short view, some entries already given:
Molecule	D2 agonist	TRHR PAM	rTrxR1 inhibitor	D2 antag	mIDH1 inhibitor	Pin1 inh	USP1 inh	TrxR1 substrate	TRHR agonist
CCn1c(SCC(=O)c2c(N)n(C3CC3)c(=O)[nH]c2=O)nc2cc(S(N)(=O)=O)ccc21	-0.3	-3.3	30.8%	7.7	-6.7%	10.2%	-21.9%	9.3%	0.2
Cc1cc(NC(=O)CCC(=O)N(CCC(C)C)C(C(=O)NC2CCCC2)c2cccnc2)no1 (configuration not stated)	-0.6	-1.3	8.0%	20.3	-5.3%	43.2%[activator]	-8.8%	-1.2%	-0.4
